# UTI89 phage lysis – inhibition of K1F phage lysis, E. coli UTI89, bacterial capsule biogenesis inhibitors, alamar blue (AID 488966) | E. coli UTI89 K1F phage lysis, alamar blue, 2 h; higher % means a stronger effect | one-dose inhibition, % at 100 µM; IC50 in µM for titrated hits | 0.02% of 340,000 active;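 active = phage lysis inhibition, versus mean bacterial control, above a set limit; inconclusive = no clear call, values can overlap the other calls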;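 note: capsule biogenesis inhibitors block K1F phage lysis so surviving cells raise fluorescence; higher fluorescence means more inhibition of phage lysis; actives were called in the ten point dose series up to 300 µM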
# LYP phosphatase – inhibitors of LYP phosphatase, biochemical, fluorescence intensity, uHTS (AID 1779); 0.054% of 290,000 active; one-dose inhibition, % at 11.5 µM; IC50 in µM for titrated hits; recombinant LYP phosphatase, fluorescence intensity; higher % means a stronger effect; in the data active = inhibition above about 50%;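 note: plate controls were vehicle with enzyme for no effect and no enzyme for full effect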
# NTR1 agonist – agonists of NTR1, primary screen, imaging, U2OS cells, beta-arrestin-GFP, high content (AID 493036) | P30989 | NTR1-U2OS beta-arrestin-GFP spot imaging, agonist mode | activation, % at 20 µM | 0.17% of 330,000 active;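 active = activation at or above 40% of the spot to cytoplasm intensity ratio, with at least 20 cells analyzed; inconclusive = wells under 20 cells, flagged as cytotoxic or low count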;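 note: 0% = DMSO without peptide and 100% = 100 nM NTR1 peptide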
# Target sequence (P30989 whole entry, looked up): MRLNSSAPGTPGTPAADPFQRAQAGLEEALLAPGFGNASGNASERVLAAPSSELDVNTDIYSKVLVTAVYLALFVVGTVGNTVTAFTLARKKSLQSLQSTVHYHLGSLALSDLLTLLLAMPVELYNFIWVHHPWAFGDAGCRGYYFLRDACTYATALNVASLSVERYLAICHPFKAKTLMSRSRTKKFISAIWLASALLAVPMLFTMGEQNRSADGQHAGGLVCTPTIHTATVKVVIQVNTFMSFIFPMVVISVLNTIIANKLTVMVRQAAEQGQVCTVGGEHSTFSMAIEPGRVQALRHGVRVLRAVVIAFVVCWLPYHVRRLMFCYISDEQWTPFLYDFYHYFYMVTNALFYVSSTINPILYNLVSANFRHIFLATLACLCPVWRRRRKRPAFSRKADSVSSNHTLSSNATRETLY
# NS5 inhibitors – flavivirus cap methylation enzyme inhibition – biochemical, confirmation dose response, primary screen (AID 588689). Dengue-2 NS5 methyltransferase capping enzyme assay, biochemical; higher % means a stronger effect. inhibition, % at 25 µM, or IC50 in µM where a hit was titrated. 0.3% of 340,000 active; in the data active = a potency from the dose series; inconclusive = inhibition above about 29% without an active follow-up result
# AID2073 – disruptors of CaV2.2 binding to Mint1 – biochemical, HTRF (AID 2073); HTRF protein-protein interaction, Mint1-CaV2.2; higher % means a stronger effect; one-dose inhibition, % at 20 µM; IC50 in µM for titrated hits; 0.19% of 290,000 active; in the data active = inhibition mostly above about 51%, no sharp cut-off; inconclusive = no clear call, values can overlap the other calls; inactive = mostly below about 53%; note: some results filed as inactive read as strong as hits
# WT yeast gro inh – growth inhibition of WT yeast, mitochondrial fusion screen; mitochondrial fusion phenotypic screen, WT strain; inhibition, % at 10 µM; 2.1% of 190,000 active; AID 1362; in the data active = inhibition above about 58%; tested in S. cerevisiae
# GPR35 arrestin U2OS – inhibition of zaprinast-stimulated GPR35 beta-arrestin translocation – imaging, U2OS, beta-arrestin-GFP, zaprinast agonist, primary screen (AID 2058). 0.052% of 290,000 active. U2OS GPR35 beta-arrestin-GFP translocation imaging, zaprinast antagonism; higher % means a stronger effect. inhibition, % at 10 µM, or IC50 in µM where a hit was titrated;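 active = inhibition of at least 50% with at least 30 cells and total cytoplasm GFP at most 10,000,000; inconclusive = under 30 cells or total GFP of 10,000,000 plus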
# Autophagy HCS – modulators of autophagy; calls only at 10 µM (by protocol); 0.98% of 190,000 active; MEF GFP-LC3 puncta imaging; test concentration mostly 10 µM;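 active = percentage of spot-positive cells more than 3 SD above its plate mean, without a fluorescence outlier flag or 80% toxicity; inconclusive = no clear call, values can overlap the other calls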;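 note: spot-positive cell cutoff set from DMSO-treated cells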
# RSV antiviral HEp-2 – inhibition of RSV-induced cytopathic effect – HEp-2 cells, primary 10 µM value included (AID 2391) | HEp-2 cells, RSV-induced CPE inhibition; higher % means a stronger effect | CPE inhibition, % at 10 µM, or IC50 in µM where a hit was titrated | 0.13% of 310,000 active; in the data active = a potency from the dose series; inconclusive = CPE inhibition mostly from about 23% at the one dose, without a potency; inactive = the rest, 99 in 100 with CPE inhibition below about 21%; note: strong numbers were not always called active
# WT yeast gro inh mutant strain – second read-out of WT yeast gro inh, no call of its own (marks repeat the call); inhibition, %; mitochondrial fusion phenotypic screen, mutant strain inhibition
# Autophagy HCS cell loss 18 h – recorded beside Autophagy HCS, whose call it bears; toxicity, %; measured here: cell loss, nuclei count;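 cell loss after 18 h compound exposure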
# NTR1 agonist cell count 20 µM – recorded beside NTR1 agonist, whose call it bears; cell count; measured here: cell count, cytotoxicity flag
# NS5 inhibitors pilot replicate – second read-out of NS5 inhibitors, no call of its own (marks repeat the call); inhibition, %; measured here: pilot screen replicate inhibition
# * marks the source's active call; other numbers are inactive results; i = inactive; u = inconclusive; x = no result given; [ ] = dose if it differs, or a comment.
SMILES,UTI89 phage lysis,LYP phosphatase,NTR1 agonist,NTR1 agonist cell count 20 µM,NS5 inhibitors,AID2073,WT yeast gro inh,WT yeast gro inh mutant strain,GPR35 arrestin U2OS,Autophagy HCS,Autophagy HCS cell loss 18 h,RSV antiviral HEp-2,others
CCn1c(SCC(=O)NC2CCCC2)nnc1C(C)NC(=O)c1ccccc1Br (stereo not given),-0.2%,-9%,-1.4,28,-2%,-4%,x,x,4%,x,x,1.4%,
O=C(CSc1nnc(Cn2c(=O)sc3ccccc32)n1CCc1ccccc1)N1CCCC1,5.2%,-1%,6.3,68,u,-4%,14,6,-7%,i,-1,0.5%,
O=C(NCCc1ccccc1C(F)(F)F)C1CCC(=O)N(C2CC2)C1 (stereo not given),0.2%,-2%,-0.2,50,-4%,-16%,x,x,1%,x,x,0.6%,
CCC(Cc1ccccc1)NC(=O)C1CCN(c2nn3c(=O)cc(C)nc3s2)CC1 (stereo not given),-0.2%,-11%,-0.3,62,-4%,5%,x,x,-8%,x,x,-1.6%,
Fc1cccc(CCN2C(=S)NC[C@@H]2Cc2ccccc2)c1,2.8%,-4%,0.8,93,-2%,-4%,66*,60*,-9%,i,-1,-1.6%,
CCN1CCN(CCNC(=O)c2ccc3c(c2)N(Cc2ccc(F)cc2)C(=O)/C(=C/c2ccccc2)S3)CC1,-2.8%[50 µM],-16%,2.9,20,6%,7%,86*,58*,6%,i,0,-5.2%,
N#Cc1cc([N+](=O)[O-])ccc1NC(=O)COC(=O)CC1CCCC1,x,0%,1.8,64,x,1%,x,x,2%,x,x,0.8%,
O=C(c1ccco1)N1CCN(Cc2cc(=O)c(OCc3cccc(Cl)c3)co2)CC1,1.0%[50 µM],x,0.8,56,-12%,x,x,x,x,x,x,-1.1%,
O=C(Cn1c2ccc(F)cc2c2nc3n(c(=O)c21)CCS3)Nc1ccccc1C(F)(F)F,0.5%,-2%,1.9,62,-8%,37%,2,15,10%,i,-7,-1.5%,
Cn1c(OCc2cccnc2)nc2c1c(=O)n(Cc1ccc(F)cc1)c(=O)n2C,-1.4%,-6%,0.5,43,-2%,0%,x,x,1%,x,x,-0.6%,
O=C(NNc1ccc(Cl)cc1)c1cccs1,0.5%,-6%,0.4,41,-12%,-18%,x,x,-8%,x,x,x,
O=C(COc1ccc(Cl)cc1)NCCS(=O)(=O)N1CCN(c2ccc(F)cc2)CC1,-0.3%,-6%,4.2,69,3%,-3%,x,x,-17%,x,x,3.5%,
CCCCOc1ccc(C2(C)NC(=O)NC2=O)cc1 (stereo not given),-0.9%,-3%,1.5,67,11%,11%,x,x,4%,x,x,0.8%,
Cc1ccc(C(=O)Oc2ccc(-c3nnco3)cc2)o1,-0.9%,x,0.0,68,3%,x,x,x,x,x,x,-2.2%,
CN1CCN(C2CC(=O)N(Cc3ccc(N4CCCC4=O)cc3)C2=O)CC1 (stereo not given),-0.1%,-2%,-0.6,81,-4%,6%,-7,-35,22%,i,4,3.0%,
Cc1ccc(NC(=O)CSCC(=O)N2CCN(Cc3ccc4c(c3)OCO4)CC2)cc1,2.4%[50 µM],-12%,0.2,68,-4%,-6%,x,x,3%,x,x,-0.1%,
Cc1ccc(C)c(-n2c3nc(=O)n(C)c(=O)c-3cc3ccccc32)c1,-1.2%,-15%,-0.5,46,0%,-8%,x,x,8%,x,x,x,
Cc1nnc(NC(=O)c2nc(S(=O)(=O)Cc3ccccc3C)ncc2Cl)s1,-0.1%,-10%,-0.4,50,27%,13%,x,x,10%,x,x,-2.5%,
Cn1c(CN2CCOCC2)nnc1SCC(=O)Nc1cccc(C(F)(F)F)c1,0.1%,-6%,0.6,52,-7%,0%,x,x,-12%,x,x,1.5%,
c1ccc2sc(Nc3nc4cc5c(cc4s3)OCO5)nc2c1,1.1%,3%,8.6,70,-1%,22%,22,31,x,i,5,11%,
CNC(=S)N1CCN(c2nc3ccccc3s2)CC1,i,-7%,0.8,47,-3%,-8%,19,8,-19%,i,-8,2.8%,
COc1ccc(S(=O)(=O)NCC2CCCN(C(=O)c3cccnc3C)C2)cc1 (stereo not given),-0.6%,1%,0.7,34,-7%,6%,-18,3,0%,i,-15,1.6%,
Cc1cc(C)n2c(SCc3ccc(Br)cc3)nnc2n1,x,-7%,1.3,38,x,2%,x,x,3%,x,x,x,
O=C1CC(=O)C(n2cncn2)C(c2cccc(Cl)c2)C1 (stereo not given),1.1%,1%,4.9,95,-1%,1%,-27,-11,2%,i,-3,1.9%,NS5 inhibitors pilot replicate=-0.6
CCCN1C(=O)c2ccc(C(=O)Nc3cc(C)ccc3O)cc2C1=O,2.9%,-4%,2.0,80,x,13%,x,x,-7%,x,x,-0.1%,
CCN1CCN(Cc2c(C(=O)N/N=C(\C)c3ccc(Cl)c(Cl)c3)nnn2-c2nonc2N)CC1,x,-12%,-0.3,67,x,-6%,x,x,-18%,x,x,-0.1%,
COc1ccc(/C=C2\S/C(=N/S(=O)(=O)c3cccs3)NC2=O)cc1,0.0%,6%,0.2,62,-5%,17%,-16,3,-5%,i,15,4.5%,
COc1ccc(N2CCN(C(=O)CSc3nnc4c(C)cc5ccc(C)c(C)c5n34)CC2)cc1,-0.1%,-2%,11,97,0%,-5%,10,2,-13%,i,3,2.2%,NS5 inhibitors pilot replicate=-6.4
CCOc1nc(NCc2ccco2)nc(Nc2ccc(OC)cc2)n1,0.6%,2%,0.9,41,5%,29%,6,4,9%,i,31,0.6%,
c1ccc(CCNc2ncnc3nc[nH]c23)cc1,0.1%,-4%,0.2,62,-7%,38%,5,-2,-4%,i,-3,16%,
CC1CCc2sc3ncnc(N4CCN(CCO)CC4)c3c2C1 (stereo not given),0.0%,-6%,0.1,68,-7%,7%,x,x,-12%,x,x,0.9%,NS5 inhibitors pilot replicate=-7.3
CC(C)(C)c1ccc(S(=O)(=O)/N=C2\C=C(NS(=O)(=O)c3ccccc3)C(=O)c3ccccc32)cc1,-2.8%,-1%,3.5,39,25µM*,16%,x,x,5%,x,x,7.7%,
COc1ccc(CNC(=O)CNC(=O)CNS(=O)(=O)c2ccc(C)c(C)c2)cc1,0.1%,-5%,-0.4,42,-6%,4%,x,x,7%,x,x,2.0%,
CCC(C(=O)Nc1ncccn1)(C(F)(F)F)C(F)(F)F,0.3%,0%,-1.1,42,-2%,-4%,14,13,-18%,i,-3,2.6%,
CCN(CC)c1ccc(N2C(=O)/C(=C\c3cccnc3)SC2=S)cc1,0.2%,2%,18,98,1%,-15%,2,-32,-10%,i,-31,3.9%,
N#Cc1ccccc1S(=O)(=O)N1CCC(C(=O)NCc2ccccc2CN2CCCC2)CC1,-0.1%,x,0.6,48,-7%,x,x,x,x,x,x,-0.8%,
Cc1[nH]c(-c2ccc(F)cc2)cc1C(=O)N1CCN(c2cccc(Cl)c2)CC1,-0.7%[50 µM],0%,25,93,-1%,6%,x,x,1%,x,x,14%,
CCc1ccc(CCC(=O)Nc2ccc(C)c(C)c2)o1,1.0%,1%,-1.0,61,-3%,-2%,12,1,12%,i,-2,2.0%,
CC1C(=O)N2CCCc3cc(NS(=O)(=O)c4ccc([N+](=O)[O-])cc4)cc1c32 (stereo not given),-1.0%[50 µM],x,0.9,72,0%,x,x,x,x,x,x,-2.5%,
Cc1cc(NC(=O)c2c(-c3c(F)cccc3Cl)noc2C)no1,0.9%,-10%,-0.6,39,-2%,-6%,x,x,4%,x,x,0.7%,
CCOC(=O)c1c(C)c(C(=O)Nc2ccc(F)cc2)c(C)n1C,1.3%,-6%,1.6,66,x,-3%,2,14,-8%,i,2,1.5%,
CC(=O)C1[C@H](N(C)C)CC2C3CC=C4CC(O)CC[C@]4(C)C3CC[C@@]21C (stereo not given in full),0.2%,-6%,1.0,105,1%,-4%,x,x,-5%,x,x,0.5%,
O=C(c1ccc(Cl)cc1)N1CCN(c2cc(=O)[nH]nc2-c2ccccc2)CC1,0.1%,-4%,-1.0,95,-8%,5%,-14,-9,-2%,i,-25,2.4%,
CN(Cc1ccccc1)c1ccc(C(CC(N)=O)NC(=O)c2ccc(Br)cc2)cc1[N+](=O)[O-] (stereo not given),1.9%,-3%,25,102,6%,6%,x,x,-10%,x,x,0.5%,
C/C=C/CSc1nc2c(c(=O)[nH]c(=O)n2C)n1CCC,0.5%,-8%,2.2,72,-1%,-5%,6,7,9%,i,12,12%,
CC(=O)NC(Cc1cccc(C)c1)C(=O)NC1CCN(C(=O)NCc2ccccc2)CC1 (stereo not given),0.2%,-6%,-0.9,49,-2%,1%,x,x,0%,x,x,x,
O=C1CC[C@H](OCc2ccccc2)CCN1[C@H](CSc1ccccc1)Cc1ccccc1,-2.1%,1%,4.6,70,2%,-2%,x,x,0%,x,x,2.6%,
COc1ccc(C2=NS(=O)(=O)N(C)C(C(=O)NCc3ccc4c(c3)OCO4)=C2)cc1OC,4.2%,-3%,3.6,87,-4%,17%,x,x,-8%,x,x,1.3%,
Cc1cccc(NC(=O)CCCN2C(=O)c3ccccc3C2=O)n1,2.7%,-10%,0.1,95,-4%,21%,9,11,-8%,i,0,0.9%,
N#C/C=C1\Sc2ccccc2C(=O)N1CC(=O)N1CCN(S(=O)(=O)c2ccccc2)CC1,0.6%,-7%,1.9,58,-1%,32%,-21,13,-9%,i,2,2.2%,
CCOC(=O)CCc1cccc2c1CCC2=O,0.7%,-4%,0.4,40,-2%,2%,-2,12,-3%,i,10,1.6%,
Cc1ccc(C2C(C#N)=C(N)N(c3cccnc3)C3=C2C(=O)CCC3)s1 (stereo not given),-0.2%,-7%,-2.0,89,61%,19%,-5,-7,-10%,i,13,1.2%,
CC(C)CCNC(=O)NC(=O)COc1ncnc2sccc12,-0.3%,-3%,-0.8,51,-4%,-7%,6,0,6%,i,19,0.9%,
O=C(CCS(=O)(=O)c1cccc2nsnc12)N1CCN(Cc2ccc3c(c2)OCO3)CC1,0.4%,-5%,1.8,95,-6%,-14%,-16,-25,-4%,i,2,0.9%,

# High-throughput results from PubChem.
